Compound activity (PubChem)
S1P2 agonist: S1P2 (human) receptor agonism; 0.46% of 97,000 active; S1P2-expressing cell line, agonist reporter read-out; activation, % at 4.5 µM; in the data active = activation above about 16%;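 also: 0% = vehicle low control and 100% = maximal reference agonist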
Target sequence (O95136 whole entry, looked up): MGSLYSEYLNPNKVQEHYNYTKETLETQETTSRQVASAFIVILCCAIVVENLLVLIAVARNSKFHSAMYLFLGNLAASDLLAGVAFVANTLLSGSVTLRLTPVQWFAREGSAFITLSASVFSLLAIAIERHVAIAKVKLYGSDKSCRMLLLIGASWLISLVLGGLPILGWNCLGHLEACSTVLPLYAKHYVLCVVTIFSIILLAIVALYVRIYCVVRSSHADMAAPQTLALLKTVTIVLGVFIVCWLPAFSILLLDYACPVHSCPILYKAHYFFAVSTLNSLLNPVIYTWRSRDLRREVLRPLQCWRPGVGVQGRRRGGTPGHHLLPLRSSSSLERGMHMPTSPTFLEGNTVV
PostGolgi yeast: growth inhibition of a yeast mutant, post-Golgi transport screen. post-Golgi transport phenotypic cell assay. inhibition, % at 10 µM. 0.9% of 98,000 active. AID 739;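 also: yeast cells grown in 1536-well plates; yeast grown about 18 h at 30C before absorbance read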
E coli WT exp: E. coli BW25113 growth inhibition, expanded screen | OD600 absorbance | growth inhibition, % at 100 µM | 0.15% of 98,000 active | AID 710;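 active = growth inhibition above about 50% at one test dose, limit read from the data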;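 also: growth measured after 20 h incubation at 37 °C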
DAT uptake mod: modulates human dopamine transporter uptake under cocaine. Q01959. LLC-PK1 hDAT cells, [14C]-dopamine uptake with cocaine IC80; actives deviate in either direction. B-score at 10 µM. 1.3% of 110,000 active. AID 449768;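 active = Z score or B-score, a plate-position-corrected score, falls beyond the plate's 99.7% confidence bounds, in either direction; inactive = both scores lie inside the 99.7% bounds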;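 also: scored against the spread of the other compound wells on the same plate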
Target sequence (Q01959 whole entry, looked up): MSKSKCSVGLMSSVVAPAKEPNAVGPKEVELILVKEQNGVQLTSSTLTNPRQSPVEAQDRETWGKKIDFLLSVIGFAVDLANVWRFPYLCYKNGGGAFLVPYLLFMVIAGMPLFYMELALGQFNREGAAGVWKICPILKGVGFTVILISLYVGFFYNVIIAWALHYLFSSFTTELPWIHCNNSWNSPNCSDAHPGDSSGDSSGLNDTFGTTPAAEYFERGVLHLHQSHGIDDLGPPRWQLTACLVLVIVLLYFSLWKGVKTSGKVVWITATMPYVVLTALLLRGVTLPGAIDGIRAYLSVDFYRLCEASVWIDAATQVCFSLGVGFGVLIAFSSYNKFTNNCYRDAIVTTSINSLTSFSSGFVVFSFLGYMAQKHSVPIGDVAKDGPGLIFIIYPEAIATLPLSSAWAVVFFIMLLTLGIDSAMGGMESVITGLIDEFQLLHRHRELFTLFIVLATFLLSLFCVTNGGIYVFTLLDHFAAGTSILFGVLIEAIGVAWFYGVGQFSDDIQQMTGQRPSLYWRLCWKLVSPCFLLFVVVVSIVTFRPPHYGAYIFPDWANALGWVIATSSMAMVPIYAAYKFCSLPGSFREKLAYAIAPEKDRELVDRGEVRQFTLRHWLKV
H69AR growth 86K: growth inhibitors of human H69AR lung tumor cells. H69AR lung tumor viability, ATP luminescence, 72 h; stronger effect = lower value. viability, % at 10 µM. 6% of 85,000 active. AID 598;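 active = viability at or below 40%; inactive = viability above 40%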;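 also: multidrug resistant small cell line overexpressing MRP-1 efflux transporter; 100% = mean luminescence of untreated control wells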
HUVEC inhibit: human endothelial cell proliferation inhibition; viability, % at 10 µM (by protocol); 1.1% of 86,000 active; HUVEC proliferation, CellTiter-Glo luminescence, 72 h; stronger effect = lower value;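 active = viability at or below 30%; inactive = viability above 30%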;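 also: 100% = median luminescence of DMSO-only cell control wells on each plate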
S1P2 blocker: antagonists of human S1P2 receptor | 0.21% of 97,000 active | AID 736 | cell-based S1P2 antagonist assay, inhibition at 5 uM | inhibition, % at 5 µM; in the data active = inhibition above about 45%;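 also: CRE beta-lactamase reporter cells expressing human S1P2 stimulated with S1P; 0% = agonist at EC80 alone and 100% = agonist plus reference antagonist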
PostGolgi ctrl: growth of the yeast control strain, post-Golgi counter-screen; efflux-deficient yeast background strain, growth absorbance A615, 16 h; 5% of 98,000 active; inhibition, % at 10 µM
Fibroblast inh: blocks proliferation of human lung fibroblasts; LL 47 human lung fibroblast viability, ATP luminescence; stronger effect = lower value; viability, % at 10 µM; 1.1% of 85,000 active;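 active = viability at or below 50% in the single dose screen; inactive = viability above 50%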;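 also: compound exposure lasted 72 h before the ATP readout; 100% = median luminescence of untreated cell-only wells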
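Material: human LL 47 lung fibroblast cells; quantity: 1,150 cells/well; medium: IMEM plus 15% FBS; doses: 0.1% DMSO in all compound wells; timing: overnight attachment after seeding, then 72 h compound exposure at 37 °C; detection: CellTiter-Glo luminescence; measure: % viability of median cell-only signal; controls: cell-only wells, no compound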
Starred values were filed as active, the others as inactive; . = not tested or not shown. Rule as the data show it, unless noted: active = inhibition above about 30%; inactive = the rest. This is a random part of the collection. About 11% of those tested had a hit in this group.

SMILES	S1P2 agonist	PostGolgi yeast	E coli WT exp	DAT uptake mod	H69AR growth 86K	HUVEC inhibit	S1P2 blocker	PostGolgi ctrl	Fibroblast inh
O=C(NCC1CCCO1)c1csc2c1CCCCC2 (configuration not stated)	-8	-8	6	-0.27	92	107	11	-4	103
Cc1cccc(S(=O)(=O)NCC2CCCO2)c1 (configuration not stated)	-4	-5	-3	-0.014	.	.	-2	0	.
Cc1c(C(=O)OC(C)C)sc(NC(=O)C2CCCO2)c1C(=O)OC(C)C (configuration not stated)	-2	-3	-4	0.14	84	93	-37	10	88
O=c1c2ccccc2nc(-c2ccco2)n1Cc1ccccc1	-5	14	-3	0.076	73	79	-21	24	87
CC(=O)NCC(=O)NC(C(=O)Nc1ccc2c(c1)OCCO2)c1ccccc1 (configuration not stated)	.	-1	-10	-0.36	98	107	.	-2	103
Cc1cccc(Nc2cnn(C34CC5CC(CC(CC(=O)O)(C5)C3)C4)c(=O)c2Cl)c1	-5	24	-3	-0.028	92	92	0	-4	100
COc1ccc(-n2nnc3c(=O)n(CC(=O)N4CCC(Cc5ccccc5)CC4)cnc32)cc1	.	.	.	-0.55	79	71	.	.	100
O=C(Oc1ccccc1[N+](=O)[O-])c1cccnc1	-6	3	-4	.	.	.	6	29	.
Cc1cc(C)cc(Oc2ncnc3c2ncn3Cc2c(Cl)cccc2Cl)c1	-5	-1	-2	-0.027	78	87	-7	34*	92
CCNc1nc(NCC)n2c(SCc3nc4ccccc4c(=O)[nH]3)nnc2n1	43*	21	-1	-0.56	73	88	-49	4	94
Clc1cccc(-c2nnc(SCc3nc4ccccc4[nH]3)n2Cc2ccco2)c1	4	-6	3	1.5	69	91	-7	-2	88
Cc1c(C(=O)Nc2ccccc2Cl)oc2ccc(S(=O)(=O)N3CCC4(CC3)OCCO4)cc12	-8	0	-11	0.4	65	78	1	13	78
Cc1cccc(-c2noc(CN(C(C)C)S(=O)(=O)c3ccc(F)cc3)n2)c1	-4	-6	-8	0.18	80	98	-1	11	101
COC(=O)C1(C(O)C(=O)c2ccc(C)cc2C)CCCCC1 (configuration not stated)	-3	1	3	0.97	99	96	26	-2	89
FC(F)(F)c1cc(C(F)(F)F)n2nc(-c3sccc3-n3cccc3)cc2n1	-3	0	-12	-6.6e-05	.	.	7	-6	.
COCCN1C=C(C(=O)OC)C(c2ccccc2C(F)(F)F)C(C(=O)OC)=C1	11	-19	9	-0.69	53	89	-15	16	93
COc1ccc(CNC(=O)Cn2nc(Cc3cccnc3)c3ccccc3c2=O)cc1	-6	-2	-4	-0.41	87	89	2	-1	104
O=C(Nc1ccc(Oc2ccc(S(=O)(=O)N3CCOCC3)cn2)cc1)c1ccco1	-7	-3	-2	0.15	87	89	15	21	102
CC(=O)c1cc(-c2ccccc2)n(CC(=O)N2CCC(C)CC2)c1C	-7	.	.	-0.19	83	102	9	.	100
CCOC(=O)c1cc(-c2ccc(C)cc2)n(CCC(=O)NCCN(C)C)c1C	-1	-1	6	0.31	87	104	7	8	103
O=C(c1ccccc1NS(=O)(=O)c1ccc(F)cc1)N1CCCC1	-5	-7	2	0.76	109	94	-5	2	102
COc1cccc(C2CC(=O)N3CN(c4ccccc4F)CSC3=C2C#N)c1 (configuration not stated)	-5	-6	2	-0.78	97	108	9	3	97
OCCSc1ncnc2c1oc1ccccc12	-2	8	-2	0.042	98	86	-2	1	91
CCOc1ccc2[nH]cc(S(=O)(=O)c3ccc(F)cc3)c(=O)c2c1	-2	-2	6	-0.016	96	88	-6	-7	99
O=C(c1cc2sccc2n1Cc1ccc(F)cc1)N1CCCc2ccccc21	-2	.	.	0.25	93	118	-4	.	93
Nc1cc(N)cc(-c2nc3ccccc3o2)c1	.	.	.	0.044	80	92	.	.	103
Cc1ccccc1OCCCCCNCCO	.	3	1	-0.43	.	.	.	9	.
O=C(NCc1ccco1)c1cc(-c2ccco2)on1	0	5	14	-0.57	93	95	-11	3	91
c1ccc(C(c2nnnn2Cc2ccco2)N2CCN(c3nc4ccccc4s3)CC2)cc1 (configuration not stated)	-2	.	.	1.6	85	79	11	.	105
Cc1nnc(SCc2cn3ccsc3n2)n(N)c1=O	-6	4	2	0.014	77	86	-12	1	96

3 successive records out of the list so far, quoted:
SMILES	S1P2 agonist	PostGolgi yeast	E coli WT exp	DAT uptake mod	H69AR growth 86K	HUVEC inhibit	S1P2 blocker	PostGolgi ctrl	Fibroblast inh
OCCSc1ncnc2c1oc1ccccc12	-2	8	-2	0.042	98	86	-2	1	91
CCOc1ccc2[nH]cc(S(=O)(=O)c3ccc(F)cc3)c(=O)c2c1	-2	-2	6	-0.016	96	88	-6	-7	99
O=C(c1cc2sccc2n1Cc1ccc(F)cc1)N1CCCc2ccccc21	-2	.	.	0.25	93	118	-4	.	93

Going on with the list.
SMILES	S1P2 agonist	PostGolgi yeast	E coli WT exp	DAT uptake mod	H69AR growth 86K	HUVEC inhibit	S1P2 blocker	PostGolgi ctrl	Fibroblast inh
COc1cc(C2NC(=O)NC(O)(C(F)(F)F)C2C(=O)c2ccc(Cl)cc2)ccc1O (configuration not stated)	-1	-5	26	-0.0025	.	.	0	29	.
Cc1cc(=O)oc2ccc(OCC(=O)N3CCC(C)CC3)cc12	-4	-9	5	0.49	82	102	7	13	94
COC(=O)c1c(CSc2ccc(C)c(C)c2)noc1C(=O)NCc1ccc(OC)cc1	-4	1	-14	-0.39	.	.	0	21	.
O=C(CN(Cc1ccccc1Cl)C(=O)Cn1nnc(-c2cccs2)n1)NCC1CCCO1 (configuration not stated)	.	0	3	0.14	79	97	.	15	98
CC(C)C(c1nnnn1C1CCCC1)N(C)C1CCCCC1 (configuration not stated)	-4	11	-16	0.056	100	108	2	2	95
Nc1nc(CN2CCC(Cc3ccccc3)CC2)nc(Nc2ccccc2)n1	-4	1	9	0.44	30*	60	-1	9	67
Cc1cccc(NC(=O)CC2CCC2)c1	-1	3	7	1.7	105	99	10	-2	99
COCCNC(=O)CCc1ccc(S(=O)(=O)Nc2ccc(C)cc2)cc1	-7	6	7	-0.014	98	92	-15	0	95
COc1ccc(-c2cc(-c3ccc(F)cc3)nc(N3CCN(C)CC3)n2)cc1	3	20	-4	-0.78	47	70	8	32*	.
Cc1ccc([N+](=O)[O-])cc1N=C(c1cccc(Br)c1)N1CCOCC1	-6	23	-13	-0.053	.	.	-9	34*	.
CC(Sc1nc(-c2ccccc2)cc(C(F)(F)F)n1)C(=O)N1CCCCC1 (configuration not stated)	-4	13	3	0.025	50	92	18	4	83
COc1ccc(NC(=O)N2CCCc3ccccc32)cc1	-6	-3	8	0.18	93	98	-7	6	102
CCCCNC(=O)C1CC(=O)N(C2CCCC2)C1 (configuration not stated)	-1	-4	7	-0.22	87	96	-18	6	103
CC(Oc1ccc(F)cc1)C(=O)Nc1ccc2ccccc2c1 (configuration not stated)	-5	-6	5	-0.35	105	93	-7	-12	88
CCc1cc2c(=O)n(-c3ccc(C)cc3)cnc2s1	-7	.	.	0.042	89	103	15	.	97
CCC(=O)c1ccc(OCC(O)CN2C(=O)NC(C)(C)C2=O)cc1 (configuration not stated)	.	-8	7	0.14	100	88	.	8	96
CCN(CC)c1ccc(C(=S)N2CCN(c3ccccc3)CC2)cc1	-4	-6	-11	0.92	89	84	9	6	93
Cc1ccc(N2CC(C(=O)NCc3ccc4c(c3)OCO4)CC2=O)cc1C (configuration not stated)	-4	-3	3	0.41	90	88	-5	13	89
CCOC(=O)c1cnn(-c2ccccc2)c1N	-2	5	-8	0.61	98	89	-16	26	102
Cc1nc(SCC(=O)NC(C)c2ccccc2)c2oc3ccccc3c2n1 (configuration not stated)	8	3	-8	-0.026	58	116	-10	14	98
CCCCCC(=O)N1CC2(CC(c3cccc(NC(=O)c4ccccc4)c3)=NO2)C[C@@H]1C(N)=O (some centres not stated)	-11	-2	11	0.031	.	.	0	8	.
Cc1ccc(NS(=O)(=O)c2ccc(NC(=O)C3CCCO3)cc2)cc1 (configuration not stated)	-3	0	2	-0.37	94	110	-1	1	101
Cn1c2c(c(=O)n(C)c1=O)C(NS(=O)(=O)c1ccccc1)(C(F)(F)F)C(=O)N2 (configuration not stated)	-1	6	-11	-0.9	91	93	-3	11	100
O=C(Nc1ccc(S(=O)(=O)N2CCc3ccccc3C2)cc1)c1ccccc1	-8	17	-8	-0.73	69	73	14	2	105
COC(=O)c1c(NC(=O)C2CCCO2)sc2c1CCC2 (configuration not stated)	-4	0	1	1.1	90	95	-10	11	100
COc1ccc(C(CC(=O)Nc2ccc(F)cc2)c2ccccc2)cc1 (configuration not stated)	-3	1	-1	0.1	.	.	14	17	.
Cc1ccc(NCc2nnc(SCC(=O)N(Cc3ccccc3)C(C)(C)C)o2)c(C)c1	-10	-12	-8	0.31	94	88	-2	19	87
COc1cccc2cc(C(=O)NCc3ccccn3)c(=O)oc12	-6	.	.	0.78	96	96	-5	.	97
CCCn1c(CC)nc([N+](=O)[O-])c1Sc1ccc(F)cc1	-3	26	0	0.14	.	.	8	10	.
CC(=O)Nc1ccc(S(=O)(=O)N(CCO)Cc2ccccc2)cc1	-5	0	7	-1.6	95	95	0	0	100
CCc1ccccc1NC(=O)C(Cc1cccc(OC)c1OC)c1nn[nH]n1 (configuration not stated)	-8	28	3	0.21	95	99	18	4	107
Cc1cc(C)nc(NS(=O)(=O)c2ccc(NC(=O)COc3ccccc3)cc2)n1	-7	3	2	3.8	102	85	-12	5	102
CCc1c(C(=O)NNC(=S)NCC(C)C)csc1C	-5	5	-6	0.4	.	.	5	4	.
Cc1nc(NCc2ccccc2)c(C(N)=O)c2c1COC(C)(C)C2	.	-3	-4	-0.039	.	.	.	1	.
CCOC(=O)Cc1csc(NC(=O)CSc2nnc(C(C)C)n2C)n1	.	5	3	-0.5	97	96	.	7	95
CC(C)(C)NS(=O)(=O)c1ccc(NS(C)(=O)=O)cc1	2	1	5	0.94	104	99	-20	0	104
CCCCOc1ncnc2c1[nH]c1ccc(OCC)cc12	-4	1	-4	-0.25	82	98	-8	7	90
CCCCSC(=S)N(C)C1CCS(=O)(=O)C1 (configuration not stated)	-5	-1	5	-0.53	.	.	9	1	.
COc1cc(Nc2nc(SCC#N)nc3ccccc23)cc(OC)c1OC	-3	7	8	-1.8	81	90	6	-1	90
CCCN1C(=O)C2(C(C(=O)c3ccc(C)o3)=C(O)C(=O)N2CCCN2CCOCC2)c2ccccc21 (configuration not stated)	-3	-19	-5	-0.39	78	103	-4	13	98

Quoted from the listing:
CCc1c(C(=O)NNC(=S)NCC(C)C)csc1C | PostGolgi ctrl: 4
Cc1cc(C)nc(NS(=O)(=O)c2ccc(NC(=O)COc3ccccc3)cc2)n1 | H69AR growth 86K: 102
CC(C)(C)NS(=O)(=O)c1ccc(NS(C)(=O)=O)cc1 | H69AR growth 86K: 104
COc1cc(Nc2nc(SCC#N)nc3ccccc23)cc(OC)c1OC | PostGolgi ctrl: -1
CCCCOc1ncnc2c1[nH]c1ccc(OCC)cc12 | H69AR growth 86K: 82

(list continues)
SMILES	S1P2 agonist	PostGolgi yeast	E coli WT exp	DAT uptake mod	H69AR growth 86K	HUVEC inhibit	S1P2 blocker	PostGolgi ctrl	Fibroblast inh
O=C(ON=C1CCN(S(=O)(=O)c2ccccc2)CC1)c1ccc(F)cc1	-3	3	9	-0.029	.	.	14	0	.
C=CCn1c(SCC(=O)c2cc(C)n(Cc3cccs3)c2C)nnc1-c1ccncc1	.	21	-1	0.25	81	99	.	11	94
CCOC(=O)/C=C1\SCC(=O)N1CC(=O)NC1CCCCC1	-2	8	-1	0.013	92	98	-10	0	97
CC1CCN(c2ccc(C(=O)O)cc2N)CC1	-6	0	7	0.1	.	93	2	17	100
COCc1cc(C)nc(N2CCc3ccccc32)c1C#N	-4	1	-2	-0.21	31*	96	-12	-22	103
O=C1c2oc3ccccc3c(=O)c2C(c2cccnc2)N1CCCN1CCOCC1 (configuration not stated)	-11	2	2	-0.69	95	97	4	6	105
CCCn1c(=O)c2ccccc2n2c(Sc3nnnn3-c3ccccc3)nnc12	.	2	-9	0.16	33*	94	.	7	97
N#Cc1ccc(-c2ccc(F)cc2)nc1SCC(=O)Nc1sc2c(c1C#N)CCC2	-8	-30	-10	-0.086	.	.	21	16	.
